A340 absorber – absorbance at 340 nm. compound absorbance at 340 nm, fold over control. fold change at 10 µM. 65,000 tested, under 10 active. AID 708;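 active means at 10 µM dose, initial 340 nm absorbance at least 2 fold that of control wells; inactive means change under 2 fold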;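 further: initial absorbance extrapolated from kinetic A340 decline of NADH oxidation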
Autofluor 339 – intrinsic fluorescence of library compounds, ex339/em460 – biochemical, MLSMR library, data from DPM-DC assay, artefact control, profiling panel; compound autofluorescence, ex339/em460 nm, NADH buffer; stronger effect = higher value; 1 = no-compound wells, NADH background; fluorescence fold increase at 10 µM; actives 5.5% (n = 65,000);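 active means at 10 µM, mean starting fluorescence two-fold or more over control wells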;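 further: signal is the first read of a kinetic run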
JNK3 inh – blocks human JNK3 kinase activity | actives 0.61% (n = 60,000) | purified JNK3 kinase activity, HTS | inhibition, % at 8 µM | P53779; in the data active means inhibition above about 17%;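 further: 0% = DMSO and 100% = reference inhibitor; many of its hits are not listed in these tables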
Target sequence (P53779 whole entry, looked up): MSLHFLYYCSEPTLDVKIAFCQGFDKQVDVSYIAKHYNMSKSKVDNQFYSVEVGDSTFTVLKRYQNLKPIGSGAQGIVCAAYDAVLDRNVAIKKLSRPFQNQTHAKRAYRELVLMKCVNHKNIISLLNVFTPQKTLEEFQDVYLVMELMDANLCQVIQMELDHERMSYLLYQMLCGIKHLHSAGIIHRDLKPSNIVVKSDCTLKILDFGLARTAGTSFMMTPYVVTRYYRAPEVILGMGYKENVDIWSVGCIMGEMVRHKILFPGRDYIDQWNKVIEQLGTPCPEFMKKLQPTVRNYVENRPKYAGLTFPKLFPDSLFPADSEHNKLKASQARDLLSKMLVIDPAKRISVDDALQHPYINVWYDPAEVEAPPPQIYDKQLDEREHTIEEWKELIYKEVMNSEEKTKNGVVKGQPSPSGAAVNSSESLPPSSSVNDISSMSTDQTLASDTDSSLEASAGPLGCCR
PKA inh – blocks human protein kinase A activity; PKA Kemptide phosphorylation, Kinase-Glo ATP luminescence; inhibition, % at 6 µM; actives 0.1% (n = 65,000); AID 524;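 active means inhibition above the screen-wide mean inhibition plus 3 SD, cut at about 21% in these data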; further: many of its hits are not listed in these tables
MMP13 inh – blocks human MMP13 activity; MMP-13 fTHP FRET cleavage, Mca fluorescence; actives 0.07% (n = 65,000); P45452; inhibition, % at 4 µM; AID 570;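 active means inhibition above the mean of compound-free control plate wells plus 3 SD, cut at about 14% in these data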;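 further: 0% = DMSO wells and 100% = wells with reference MMP-13 inhibitor after basal subtraction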
tolC growth inh – growth inhibitors of E. coli BW25113 tolC mutant. OD615. growth inhibition, % at 10 µM (by protocol). actives 2.2% (n = 65,000). AID 573;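 active means growth inhibition at or above a cutoff equal to the mean over every tested compound plus 3 SD, cut at about 60% in these data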;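 further: growth measured after 20 h incubation at 37 °C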
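test system = E. coli BW25113 ΔtolC::kan bacteria | medium = LB with kanamycin 50 µg/mL | signal = OD at 615 nm | schedule = 37 °C, 20 h exposure | evaluation = % inhibition of E. coli growth | compound dosing = one dose of 10 µM final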
NADH enzymes – inhibition of NAD/NADH coupling enzymes, library profiling. coupled PK/LDH NADH assays, four targets. IC50, µM (highest dose often 10 µM), inactives show at the top dose inhibition. actives 0.02% (n = 65,000). AID 774;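 active means single-dose screening hits from any of four coupled enzyme assays that gave an IC50 when retested across doses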;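 further: the DPM-DC format reads NADH fluorescence rather than 340 nm absorbance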
ROCK2 inh – ROCK2 (human) kinase inhibition; O75116; purified ROCK2, Kinase-Glo ATP depletion luminescence; inhibition, % at 6 µM; actives 0.35% (n = 60,000);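 active means inhibition above the screen-wide mean inhibition plus 3 SD, cut at about 18% in these data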;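 further: plate controls were DMSO wells for no effect and Y-27632 control wells after no-enzyme background subtraction for full effect; many of its hits are not listed in these tables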
HEK293 NFkB inh – inhibitors of the PMA/ionomycin-induced NF-kB reporter in HEK293 cells. HEK-293 NF-kB luciferase reporter, luminescence. inhibition, % at 3 µM. actives 0.21% (n = 62,000);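 active means inhibition above the mean of all tested compounds plus 3 SD, cut at about 40% in these data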;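 further: 0% = stimulated DMSO wells and 100% = 10 µM reference inhibitor 5653914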
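Reagent: PMA plus ionomycin mix as NF-kB-activating stimulus. Assay system: NF-kB luciferase reporter HEK-293 cells. Technique: luminescence from luciferase substrate reagent. Incubation: 1 h compound pre-incubation, 16 h PMA/ionomycin at 37 °C. Benchmarks: DMSO only as uninhibited control, 10 µM reference inhibitor as full inhibition. Repeats: tested once.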
Starred values were filed as active, the others as inactive; i = inactive; · = not tested or not shown; [ ] = dose if it differs, or a comment.

SMILES	A340 absorber	Autofluor 339	JNK3 inh	PKA inh	MMP13 inh	tolC growth inh	NADH enzymes	ROCK2 inh	HEK293 NFkB inh
CCOC(=O)c1cnc(-n2nc(C)cc2C)nc1N1CCOCC1	1	1.2	8	6	-7	0	7%	4	7
O=C(c1ccccc1)c1cccc(NC(=O)c2ccco2)c1	1	0.73	6	-1	2	32	11%	5	6
COc1nc(-c2ccccc2)cc(-c2ccccc2)n1	1	1.2	-1	7	-2	49	5%	2	7
O=C(Cc1ccccc1)n1nc(-c2ccccc2)nc1NCc1ccco1	1	1.1	2	-5	-10	4	2%	1	9
Nc1nc(CN2CCCCC2)cs1	0.97	0.99	7	4	-4	-4	8%	0	0
c1nnn(C23CC4CC(CC(C4)C2)C3)n1	1	1.1	1	1	-1	-11	4%	3	15
CN1CC(=O)N(CC(=O)NCc2ccc(F)cc2)c2ccccc2C1=O	1	1.1	2	4	0	-3	2%	1	17
COc1ccc(NC(=O)CCCN2C(=O)C3C4C=CC(C4)C3C2=O)c(OC)c1 (stereo unspecified)	1	0.98	10	3	-1	-2	3%	-10	13
COc1ccc(OC)c(C(c2nnnn2Cc2ccccc2)N2CCN(C3CCCCC3)CC2)c1 (stereo unspecified)	0.99	1.1	6	0	0	24	7%	4	20
c1ccn(-c2ncnc3sc4c(c23)CCCC4)c1	1.1	1.2	-3	0	5	29	7%	4	-12
O=S(=O)(NCC1CCN(S(=O)(=O)c2ccccc2)CC1)c1ccccc1	1.1	1.1	-13	9	4	4	0%	3	20
CCC1Oc2ccccc2N(CC(=O)NCCCN2CCN(Cc3ccccc3)CC2)C1=O (stereo unspecified)	0.99	1	-6	-2	0	-19	5%	2	21
O=C1CSC(=NC2CCCCC2)N1	1	1.1	-3	4	-3	-12	3%	-4	-2
CCCCN(C(=O)NC(=O)Nc1ccccc1OCC)S(C)(=O)=O	1	1.1	1	11	-7	31	3%	10	12
COC(=O)c1ccc(N2C(=O)c3ccc(OC)c(OC)c3C2=O)cc1	1	1.7	0	4	-3	-21	3%	1	14
O=C(Cn1nnc(-c2ccccc2NC(=O)c2cccs2)n1)Nc1ccccc1	0.99	2.4*	5	6	0	·	13%	6	-2
Cc1cc(NC(=O)CCc2ccc(C)o2)no1	1	1.1	7	4	0	-16	6%	4	2
Cc1nnc(SCC(=O)Nc2ccc3c4c(cccc24)CC3)n1C	1	0.77	1	-2	-2	1	2%	3	18
COc1cc(CNC2CCCCCC2)cc(OC)c1O	1	1.1	-14	-5	1	3	2%	-3	15
Cc1cccc(NC(=O)CSc2nnc([C@@H]3CCCN3C(=O)OC(C)(C)C)o2)c1C	1	1.1	1	3	2	-5	6%	0	4

Ordered by value in HEK293 NFkB inh (rising): 4 from the list above
| SMILES | HEK293 NFkB inh |
| --- | --- |
| O=C(c1ccccc1)c1cccc(NC(=O)c2ccco2)c1 | 6 |
| COc1nc(-c2ccccc2)cc(-c2ccccc2)n1 | 7 |
| COc1cc(CNC2CCCCCC2)cc(OC)c1O | 15 |
| CCC1Oc2ccccc2N(CC(=O)NCCCN2CCN(Cc3ccccc3)CC2)C1=O (stereo unspecified) | 21 |

Later entries
SMILES	A340 absorber	Autofluor 339	JNK3 inh	PKA inh	MMP13 inh	tolC growth inh	NADH enzymes	ROCK2 inh	HEK293 NFkB inh
CC(C)C(=O)N1c2ccccc2NC2=C(C(=O)CCC2)C1c1ccc(N(C)C)cc1 (stereo unspecified)	1.1	1.1	0	1	8	-5	6%	0	21
CCOC(=O)C(C(=O)OCC)C(CC(=O)C1CC1)c1ccccc1 (stereo unspecified)	1	1.1	-1	-2	-3	-7	0%	0	15
CCOc1cc(C2C(C(=O)c3ccco3)=C(O)C(=O)N2CCc2ccccc2)ccc1O (stereo unspecified)	1.1	1.1	·	-1	-2	14	2%	·	13
N#Cc1c(SCC(N)=O)nc2c(c1-c1ccc(O)cc1)CCCC2	1	1.1	0	10	-5	12	3%	7	25
COCCn1c(=S)[nH]c2cc(C(=O)NCCCN3CCOCC3)ccc2c1=O	1.1	1.1	·	1	2	-11	6%	·	6
Cn1c(N2CCC(C(N)=O)CC2)nc2c1c(=O)n(Cc1ccc(Br)cc1)c(=O)n2C	1	1	-6	3	-5	12	2%	-2	4
CCN1CCN(c2cc3c(cc2F)c(=O)c(C(=O)O)cn3C2CC2)CC1	1	2.2*	9	1	-84[fluorescence artefact?]	5	7%[fluoresces]	8	·
CCOc1ccc(-n2c(SCC(=O)NC(C)CC)nc3n[nH]c(C)c3c2=N)cc1 (stereo unspecified)	1	1.1	7	1	7	-24	5%	2	10
CCN1CCN(c2oc(COc3ccc(-c4ccccc4)cc3)nc2C#N)CC1	1	1.1	-4	2	3	52	5%	-6	4
CCCS(=O)(=O)N1CCCC(C(=O)NC2CCCCC2)C1 (stereo unspecified)	1	1.1	-2	6	-6	-16	2%	8	-1
CCn1cc(C(=O)NCc2ccco2)c(=O)c2cc(S(=O)(=O)N3CCCCCC3)ccc21	1.1	1.1	1	7	0	23	5%	6	15
COC(=O)c1ccccc1NC(=O)CN1C(=O)c2ccccc2S1(=O)=O	1.1	1.1	7	-3	1	-12	5%	-1	20
CCOC(=O)c1cnn(-c2nc3sc4c(c3c(=O)[nH]2)CCCC4)c1N	1	1.2	-3	-7	-1	94*	6%	-2	13
Cc1ccc(NC(=O)CSc2nnc(Cn3c(=O)sc4ccccc43)n2C)cc1Cl	1.1	1.1	0	-8	6	-1	11%	-4	0
Cc1cccc(CN2CCNC2=O)c1	1	1.1	0	3	0	-7	7%	4	4
c1ccc(Cc2nn[nH]n2)cc1	1	1	0	2	3	3	4%	-8	·
COCCCN1C(=O)C(=O)/C(=C(/O)c2ccc(OC(C)C)cc2)C1c1cccnc1 (stereo unspecified)	1.1	1.1	-3	9	4	-35	2%	8	-8
Cc1ccc(OCC(=O)N2CCN(C(=O)Cc3ccccc3)CC2)cc1	1	1.1	0	12	1	-2	0%	9	12
CCC(Oc1ccccc1)C(=O)Nc1ccc(-c2nnc(-c3ccco3)o2)cc1 (stereo unspecified)	1.1	2.8*	-6	-3	-20	66*	15%	-8	-5
Cc1ccc(-n2ncc3c(=O)n(CC(=O)NCc4ccco4)cnc32)cc1C	1	1.1	3	11	-14	-6	5%	3	12

Looked up one by one from above:
SMILES	A340 absorber	Autofluor 339	JNK3 inh	PKA inh	MMP13 inh	tolC growth inh	NADH enzymes	ROCK2 inh	HEK293 NFkB inh
CCC(Oc1ccccc1)C(=O)Nc1ccc(-c2nnc(-c3ccco3)o2)cc1 (stereo unspecified)	1.1	2.8*	-6	-3	-20	66*	15%	-8	-5
Cc1cccc(CN2CCNC2=O)c1	1	1.1	0	3	0	-7	7%	4	4
c1ccc(Cc2nn[nH]n2)cc1	1	1	0	2	3	3	4%	-8	·

Additional compounds
SMILES	A340 absorber	Autofluor 339	JNK3 inh	PKA inh	MMP13 inh	tolC growth inh	NADH enzymes	ROCK2 inh	HEK293 NFkB inh
Cc1nonc1NC(=O)CSc1nc(C2CCCCC2)nc2ccccc12	1.1	1.1	1	10	2	17	3%	9	21
CC(C)(C)c1ccc2c(c1)N(CC(=O)O)C(=O)CO2	0.99	1	·	7	5	1	7%	·	8
Nc1sc2c(c1C(=O)NC1CCS(=O)(=O)C1)CCCC2 (stereo unspecified)	1.1	1.1	-4	7	6	-9	6%	-2	12
Cc1c(N=c2c(=O)c3ccccc3c2=O)c(=O)n(-c2ccccc2)n1C	1.1	1	-6	-3	2	5	6%	4	-10
Cc1ccc(CN(c2ccc(C(=O)N3CCOCC3)cc2)S(C)(=O)=O)cc1	1	1.1	7	8	2	-4	11%	2	18
FC(F)C(F)(F)C(F)(F)C(F)(F)c1cc(-c2ccccc2)n[nH]1	1	1	-7	-7	6	42	1%	-1	18
Cc1cccc2sc(NC(=O)Cn3cccc3)nc12	0.99	1.1	-1	-3	2	23	1%	2	-19
CCN(CC)CCCN1C(=O)C(=O)/C(=C(/O)c2ccc3c(c2)OCCO3)C1c1ccc(C)o1 (stereo unspecified)	1.1	1	-4	1	-2	-7	3%	1	24
O=S1(=O)N=C(Nc2ccc(N3CCOCC3)cc2)c2ccccc21	1.2	1.1	-4	-2	8	-6	5%	4	7
COc1ccccc1C(=O)NCCn1ccc2ccccc21	1	1.1	0	5	0	4	5%	5	-4
Cc1ccccc1OCCN1C(=O)NC2(CCc3ccccc32)C1=O (stereo unspecified)	0.98	1	0	-4	5	4	12%	1	26
N#Cc1c(N)oc(-c2ccco2)c1-c1ccco1	1.1	2.1*	-4	6	-6	6	5%[fluoresces]	6	7
O=C(CSc1nc2cc(Cl)ccc2s1)c1ccco1	0.98	1.1	·	3	6	41	5%	·	8
Cn1cc(C(=O)NCCc2ccccc2)c(=O)c2cc(S(=O)(=O)N3CCOCC3)ccc21	1	1.1	7	10	0	-11	4%	5	15
COC(=O)c1ccc2c(=O)sc(N3CCC(C(N)=O)CC3)nc2c1	1	1.5	·	-9	-82[fluorescence artefact?]	0	3%	·	5
CCn1c(SCC(=O)N2CCc3ccccc3C2)nc2c1c(=O)n(C)c(=O)n2C	0.98	1	-3	8	-3	-21	6%	4	10
CC1(C)NC(=O)N(CC(O)COc2cc3ccccc3cc2C(=O)N2CCCCC2)C1=O (stereo unspecified)	1	1.1	3	2	-1	4	6%	-8	·
COCC(=O)NC1CC2CCCC(C1)N2Cc1ccccc1 (stereo unspecified)	1.1	1.1	0	3	3	-25	7%	-2	8
O=C(COc1ccc(Cl)cc1Cl)Nc1ccc2nc3n(c(=O)c2c1)CCCC3	1	1.2	3	6	0	17	3%	4	10
COn1c(=S)[nH]c2ccccc2c1=O	1	1.1	-6	0	-1	-11	6%	-14	·
Cc1cccn2c(=O)c3cc(C(=O)NCC4CCCO4)c(=N)n(Cc4cccnc4)c3nc12 (stereo unspecified)	1	3.7*	-3	6	i[fluorescence artefact?]	-15	8%[fluoresces]	7	16
N#CC(C(=O)NC1CCCCC1)c1nc2ccccc2nc1N1CCOCC1 (stereo unspecified)	1.1	1.2	-1	0	-2	·	1%	1	19
Brc1ccc2c(c1)c1nc3ccccc3nc1n2CCN1CCOCC1	1.1	1	11	4	1	31	4%	-5	2
Cc1ccc(CN2C(=O)CCC2C(=O)NC2CC2)cc1 (stereo unspecified)	1	1.1	-2	6	2	-12	4%	0	19
Cn1c2ccccc2c2c(C(=O)O)cn(C3CCCC3)c(=O)c21	1	2.1*	2	8	-47	0	6%[fluoresces]	1	18
CCOC(=O)Cc1csc(NC(=O)c2ccc(Br)s2)n1	1.1	1.1	-1	0	4	54	7%	3	-2
COc1cc(C2c3c(-c4cc(C)cc(C)c4O)n[nH]c3C(=O)N2CCCO)cc(OC)c1OC (stereo unspecified)	0.97	1.1	2	3	1	-30	6%	9	9
CCCn1c(C)nc2c(c1=O)c1nc3ccccc3nc1n2CCc1ccccc1	1	3.1*	-5	-2	0	7	3%[fluoresces]	-6	13
CCC1CCCCN1C(=O)COc1cc(=O)n(C)c2ccccc12 (stereo unspecified)	1.1	1.1	-6	0	4	2	4%	3	-2
CCc1cc2ccccc2nc1SCC(=O)Nc1cc(C)on1	1	1.3	-11	-3	2	0	5%	-5	6
CC1CCOC2(O1)C(=O)N(CN1CCN(c3ccccc3F)CC1)c1ccccc12 (stereo unspecified)	0.96	1.1	1	10	0	-13	6%	4	12
COc1cc(C2/C(=C(\O)c3cc(C)ccc3C)C(=O)C(=O)N2CCN(C)C)ccc1O (stereo unspecified)	1.1	1.1	·	2	-3	-9	2%	·	14

Screens (PubChem)

A portion of the library; count on the stated rates, not on these rows.
